Screening data deposited in PubChem BioAssay by Fisher Drug Discovery Resource Center.
hcGAS inh: inhibitors of human cGAS. inhibition, % at 12.5 µM. 290,000 compounds, 0.081% hits. recombinant h-cGAS, ATP depletion, Kinase-Glo luminescence. AID 1259398. Q8N884;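 also: 0% = vehicle reaction and 100% = reaction without DNA for no activity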
Target sequence (Q8N884 whole entry, looked up): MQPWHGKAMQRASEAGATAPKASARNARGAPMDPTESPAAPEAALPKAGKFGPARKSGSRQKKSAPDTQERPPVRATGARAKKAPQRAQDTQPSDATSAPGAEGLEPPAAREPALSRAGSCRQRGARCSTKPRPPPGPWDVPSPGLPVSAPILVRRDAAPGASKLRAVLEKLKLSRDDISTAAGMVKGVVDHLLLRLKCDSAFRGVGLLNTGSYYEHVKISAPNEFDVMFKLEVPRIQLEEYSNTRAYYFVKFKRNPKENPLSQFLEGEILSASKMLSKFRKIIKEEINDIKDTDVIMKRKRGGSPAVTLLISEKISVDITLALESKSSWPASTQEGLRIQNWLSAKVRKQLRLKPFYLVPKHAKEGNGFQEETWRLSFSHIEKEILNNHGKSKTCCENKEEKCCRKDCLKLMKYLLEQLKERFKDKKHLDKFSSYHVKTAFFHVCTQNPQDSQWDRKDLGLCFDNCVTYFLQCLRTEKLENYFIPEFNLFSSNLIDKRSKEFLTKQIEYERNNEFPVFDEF
mcGAS lum: blocks mouse cGAS activity; 160,000 compounds, 0.15% hits; AID 1259399; recombinant cGAS, Kinase-Glo ATP depletion luminescence; Q8C6L5; inhibition, % at 12.5 µM;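 also: 0% = negative control wells and 100% = reference inhibitor with no enzyme activity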
NPYLR7 ag: mosquito NPYLR7 agonism. activation, % at 10 µM. 270,000 compounds, 0.15% hits. HEK293T NPYLR7/Galpha15, GCaMP6s calcium fluorescence; in the data active = activation above about 40%;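 also: 0% = vehicle and 100% = reference agonist at the receptor; some compounds past the cut are filed as inactive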
The depositor's hits bear a star; . = no result given; & = joins results of further samples. Rule as the data show it, unless noted: active = inhibition above about 40%; inactive = the rest. The order is random; about 0.26% have a hit in one of these screens.

Values in the order – hcGAS inh, mcGAS lum, NPYLR7 ag
CC(C)(C)c1ccc(C(=O)Nc2nnc(SCC(=O)c3ccc(OCc4ccccc4)cc3)s2)cc1
 : 0, -3, 0
O=C(NC1CCCC[C@H]1N(Cc1ccc(Cl)cc1)C(=O)c1ccccc1)C1CCCN(C(=O)c2cccc(Cl)c2)C1 (some centres undefined)
 : -3, -5, 2
Cc1ccc2c(C)c(C(=O)N3CCCCC3CCc3ccccn3)oc2c1C (centres undefined)
 : -13, -13, 9
Cc1c(C(=O)NC(C)Cc2ccco2)[nH]c2c1C(=O)CC(C)(C)C2 (centres undefined)
 : -2, -6, -2
Cc1cc(=O)c(C(=O)Nc2ccn(C)n2)nn1-c1ccc(Cl)cc1
 : -10, -9, 5
N#Cc1c(Cl)nsc1N1CCOC(c2ccccc2)C1 (centres undefined)
 : 2, ., 0
CCNC(=S)n1ncc(C(=O)OCC)c1N
 : -4, ., 5
COc1ccccc1C(C)NC(=O)c1cc(C(C)C)nc2c1cnn2C(C)C (centres undefined)
 : -3, ., 0
CCOCc1ccccc1NC(=O)c1ccc(Oc2ccncc2)cc1
 : -10, ., 2
CC1(C(=O)NS(=O)(=O)c2cccc(F)c2)CCN1C(=O)CC1CCCC1 (centres undefined)
 : 2, ., 6
COc1cc(CN2CCCN(c3ccnc(C)c3)CC2)cc(Cl)c1O
 : -5, -9, 3
COc1ccccc1/C=C1N=C(/C=C/c2ccc(C)cc2)OC\1=O
 : -4, ., 0
COc1ccc(COn2c(=O)c(C)[n+]([O-])c3ccccc32)cc1OC
 : -11, ., 18
N#CC1CN(C(=O)c2cc(Cl)ccn2)CCN1Cc1ccccc1 (centres undefined)
 : -10, ., 52
CC1CN(C(=O)CN2CCc3sccc3C2c2cccc(F)c2)CCN1C(=O)C1C[C@H]1c1ccccc1 (some centres undefined)
 : -3, -6, 5
CN(Cc1ccc2c(c1)OCCO2)CC(O)COc1ccc(Cl)cc1Cl (centres undefined)
 : -11, ., 6
Cc1ccccc1N1OC2C(=O)N(c3ccccc3)C(=O)C2C1c1ccco1 (centres undefined)
 : -6, -5, -3
CC(=O)Nc1cccc(-c2nc(N(C)C)nc(C)c2C)c1
 : -3, -15, .
O=C(CN1C(=O)C2SCCN2C(=O)c2ccccc21)NNc1nccc(C(F)(F)F)n1 (centres undefined)
 : -11, ., 0
CSc1ccc(CC(=O)NCc2nc(-c3ccccc3NC(=O)C3CCC3)oc2C)cc1
 : -8, -14, 15

Among those listed so far, these contain a cyano group:
Values in the order – hcGAS inh, mcGAS lum, NPYLR7 ag
N#Cc1c(Cl)nsc1N1CCOC(c2ccccc2)C1 (centres undefined)
 : 2, ., 0
N#CC1CN(C(=O)c2cc(Cl)ccn2)CCN1Cc1ccccc1 (centres undefined)
 : -10, ., 52

More compounds follow:
Values in the order – hcGAS inh, mcGAS lum, NPYLR7 ag
CC(C)c1cc(C(=O)NC2CCCCCC2)on1
 : 12, -2, .
CCCNC(=O)C(CC)n1c(=O)n(-c2cccc(OC)c2)c(=O)c2ccccc21 (centres undefined)
 : -6, -10, .
CCCN(C)c1nc(-c2ccccc2)nc2c1CN(S(=O)(=O)c1ccc(C(C)(C)C)cc1)CC2
 : 3, 0, -5
CC1=C(/C=C/C(C)=C/C=C/C(C)=C/C=C/C=C(C)/C=C/C=C(C)/C=C/C2=C(C)C(=O)CCC2(C)C)C(C)(C)CCC1=O
 : -5, -4, -5
CCn1cc(C(=O)Nc2nccs2)c2nn(-c3ccccc3)c(=O)c-2c1
 : -4, -8, 6
Cc1cc(CN2CCN3C(=O)CNC(=O)C3C2)ccc1N1CCCC1 (centres undefined)
 : -4, ., 1
CCCc1c(C(=O)NCC2CCCO2)cnn1-c1ccccc1C (centres undefined)
 : -8, -5, 15
CN(CC1CCCCO1)C(=O)c1cc(COc2cncc(Cl)c2)on1 (centres undefined)
 : -8, ., 0
COc1ccccc1NC(=O)c1nnn(CC(=O)Nc2ccc(C)cc2C)c1N
 : -3, -8, -8
COc1cc(-c2nc(C)c(C(C)=O)n2O)ccc1OCC(=O)Nc1cccc(C(F)(F)F)c1
 : 1, ., 8
O=C(Cc1ccc2c(c1)OCO2)Nc1ccc2sccc2c1
 : -5, ., 9
COC(=O)C(C)Sc1nnc(-c2cccnc2)n1-c1cccc(Cl)c1 (centres undefined)
 : -3, -3, .
O=C(COC(=O)C1CCCN1S(=O)(=O)c1ccccc1F)Nc1ccc([N+](=O)[O-])cc1 (centres undefined)
 : -3, ., 2
CC(NCc1ccc(S(N)(=O)=O)cc1)C(=O)Nc1ccccc1 (centres undefined)
 : -5, ., 6
O=C(CN1CN(c2ccccc2)C2(CCN(C(=O)c3ccccc3Br)CC2)C1=O)NCc1cccc(C(F)(F)F)c1
 : -15, -6, .
Cc1cc(C)nc(N/N=C\c2cccc([N+](=O)[O-])c2)n1
 : -6, -7, -3
CC1CN(Cn2nc(-c3ccccc3F)oc2=S)CC(C)O1 (centres undefined)
 : 4, -1, 2
Clc1ccc(OCCSc2ncnc3nc[nH]c23)cc1
 : -5, ., -1
Cc1ccccc1C(=O)Nc1ccc(-n2nc(OCC(C)C)nc2-c2ccc(C(F)(F)F)cc2)cc1
 : -7, -5, -6
CC1CC1C(=O)Nc1ccccc1CS(=O)(=O)c1ccccc1 (centres undefined)
 : -14&-6, ., 7&-4
Cc1ccc(C)c2c(C)c(C(=O)N(CC(N)=O)C3CCCC3)oc12
 : -11, ., -25
Cc1ccc(NS(=O)(=O)c2ccccc2C#N)c(F)c1
 : -17, ., 0
CCOc1ncccc1NCc1c(OC)ncnc1OC
 : -4, -6, -8
CCc1nc(NC(=O)[C@H]2[C@@H](C(=O)OC)[C@H]3C=C[C@@H]2C3)n[nH]1
 : -10, -3, -12
Cn1c(-c2ccccc2)nc2cnc(Nc3ccc(F)c(Cl)c3)cc21
 : -5, -6, -1
COc1ccc(S(=O)(=O)N2CCOC23CCN(C(=O)c2ccc(C)c([N+](=O)[O-])c2)CC3)cc1
 : -4, ., 6
CCCCNCC(=O)N(Cc1ccccc1)Cc1ccc(C)s1
 : -4, -5, -9
Cc1ccc(OCCN(C)C(=O)c2cnc3n(c2=O)CCS3)cc1
 : -7, ., 3
Cc1ccc(-n2nnnc2SCc2nc3ccccc3o2)c(C)c1
 : -6, ., -2
O=C(CSc1nc2c(c(=O)n1Cc1ccccc1)SCC2)N1CCc2ccccc21
 : -7, -8, 8
Cc1nn(C(C)(C)C)c(OC(=O)C(C)Oc2ccccc2)c1S(=O)(=O)c1ccccc1 (centres undefined)
 : -1, -6, 2
Cc1cc(N2CCC(C(=O)N3CC(C)OC(C)C3)CC2)nc(N)n1 (centres undefined)
 : -1, ., 12
CNC(=O)C(C)(C)N(C)CC1CCOC(C)(C)C1 (centres undefined)
 : -12, -5, .
COc1ccc2c(c1)c(C(=O)N1CCN(c3ccccc3)CC1)c(C)n2-c1ccccc1
 : -1, -3, -7
CN(C)C(=O)c1ccccc1Sc1ccccc1Br
 : -5, ., -2
COc1ccc(CN(Cc2ccco2)C(=O)C2CCCC2)cc1OCc1nc(CO)cs1
 : -6, -5, 7
CN(c1ccc(F)c(F)c1)S(=O)(=O)c1ccc(CCC(=O)O)cc1
 : -10, ., 8
Cc1ccc(C)c(S(=O)(=O)Nc2ccc(Nc3nc(C)cc(N4CCCC4)n3)cc2)c1
 : -6, ., 11
COc1ccc(CC(=O)NCCn2ncc3c(N4CCOCC4)nc(SC)nc32)cc1
 : 14, -2, 3
CN(CC1CC1)C(=O)c1cccnc1Nc1ccccc1F
 : -12, -9, 9

As entered above:
NPYLR7 ag, CN(CC1CC1)C(=O)c1cccnc1Nc1ccccc1F is entered as 9
NPYLR7 ag, CCOc1ncccc1NCc1c(OC)ncnc1OC is entered as -8
hcGAS inh, Cc1ccc(-n2nnnc2SCc2nc3ccccc3o2)c(C)c1 is entered as -6
NPYLR7 ag, CN(C)C(=O)c1ccccc1Sc1ccccc1Br is entered as -2
NPYLR7 ag, COc1ccc2c(c1)c(C(=O)N1CCN(c3ccccc3)CC1)c(C)n2-c1ccccc1 is entered as -7

Continued:
| SMILES | hcGAS inh | mcGAS lum | NPYLR7 ag |
| --- | --- | --- | --- |
| Cc1cc([N+](=O)[O-])nn1CC(=O)Nc1ccc2c(c1)OCO2 | 1 | 0 | -1 |
| O=C(c1ccccc1)c1c[nH]c2cc3c(cc2c1=O)OCCO3 | -1 | . | -2 |
| Cc1cccc(-c2nc3cccc(C)n3c2NCc2ccccc2)c1 | -4 | -6 | 1 |
| CCOC(=O)N1CCN(C(=O)C2Cc3ccc(OC)cc3N3CCN(c4ccccc4)CC23)CC1 (centres undefined) | -1 | -3 | . |
| CC(C=CC1=C(C)CCCC1(C)C)=NNC(=O)COc1cc(C)on1 | -3 | -1 | -5 |
| CC(C(=O)Nc1ccccc1C(F)(F)F)n1cnc2c(N(C)C)ncnc21 (centres undefined) | -2 | . | 5 |
| CC1N(C)c2cc3c(cc2C1(C)C)P(=S)(N1CCOCC1)OC(c1ccc(F)cc1)=N3 (centres undefined) | -11 | . | -10 |
| O=C(NCCN1CCn2cc(OCc3ccccc3)c(=O)cc2C1=O)c1cccc(F)c1 | -8 | . | 9 |
| CC1(C)Cc2c(sc(N3C(=O)C4CC=C(Cl)CC4C3=O)c2C#N)CO1 (centres undefined) | -2 | -3 | 6 |
| Cc1cc(C)n(CCNc2nc3ccccc3s2)n1 | -10 | . | 2 |
| CN1C(=CC(=O)c2ccccc2NS(=O)(=O)c2cccc([N+](=O)[O-])c2)C(C)(C)c2ccccc21 | -4 | -6 | 0 |
| CCOc1ccc(NC(=O)Cn2nc(SC)c(-c3nc(-c4ccc(OC)cc4)no3)c2N)cc1 | -2 | -2 | 3 |
| CN(C)c1cccc(Nc2ccc3c(-c4cccnc4)noc3n2)c1 | -11 | -7 | -1 |
| COc1cc(NC(=O)c2cc(=O)c(OC)co2)cc(OC)c1OC | -12 | . | 10 |
| Cc1ccc(CSc2ncc(CO)n2CC(=O)NC2CC2)cc1 | 0 | . | 2 |
| CCOc1ccc(C(=O)n2sc(=O)c3ccccc32)cc1 | -3 | . | 4 |
| Cc1ncc([N+](=O)[O-])n1CCc1nn[nH]n1 | -1 | -4 | 5 |
| Cc1ccccc1-c1cccc(CN2CCOCC(CN(C)C)C2)c1 (centres undefined) | -5 | . | -4 |
| COc1ccccc1C(=O)Nc1c(C)nc2scc(C)n2c1=O | -8 | -3 | 9 |
| CC(C)CN1CCCC1c1ccc(C(=O)Nc2cnn(C)n2)s1 (centres undefined) | -4 | . | 17 |
| O=C(O)CCc1ccc(-c2ccc(Cl)cc2)[nH]1 | -8 | . | 20 |
| COc1ccc(N2CCN(C(=O)c3ccc(CSc4nc(Cl)cc(N5CCN(c6ccccc6Cl)CC5)n4)cc3)CC2)cc1 | -3 | -4 | 28 |
| CC(NC(=O)CN(C)CC(=O)Nc1ccc(Cl)c(Cl)c1)c1ccco1 (centres undefined) | -3 | . | 2 |
| CN(CCn1cccn1)CC1CCOC(C)(C)C1 (centres undefined) | -5 | -4 | . |
| CN(C)c1nc(N)nc(CSc2nc3ccccc3o2)n1 | 5 | . | -1 |
| Fc1ccccc1-n1ncc2c1CCCC2NCc1ccc(C#Cc2cncnc2)cc1 (centres undefined) | -8 | -10 | -1 |
| CS(=O)(=O)c1ccc2nc(NC(=O)CCc3nc4ccccc4c(=O)[nH]3)sc2c1 | -7 | . | -1 |
| O=C(NC1C[C@@H]1c1ccccc1)c1cncn1-c1cccc(-c2cccc(OC(F)(F)F)c2)c1 (some centres undefined) | 2 | -3 | 7 |
| CN(C)P(Cc1ccccc1)(Cc1ccccc1)=Nc1ccccc1 | -5 | . | -3 |
| Cc1ccc(OCCN(C)C(=O)CCc2nnc(-c3cc(C)on3)o2)cc1 | 6 | 1 | -7 |
| Cc1cc2oc(=O)cc(C)c2cc1NC(=O)c1cnc(CN2CCCC2)s1 | -4 | -13 | 5 |
| CC(NS(=O)(=O)c1cccc2nsnc12)c1cccc(S(N)(=O)=O)c1 (centres undefined) | -4 | . | 8 |
| Cc1ccccc1CSC1=NS(=O)(=O)c2ccccc2N1 | -6 | . | 7 |
| COC(=O)C1Cc2ccccc2CN1C(=O)c1cc2c(C)nn(Cc3ccccc3)c2s1 (centres undefined) | -3 | . | 5 |
| COC(=O)C(C)NC(=O)C1CCN(S(=O)(=O)c2ccc(Cl)c(C(F)(F)F)c2)CC1 (centres undefined) | -2 | -3 | 1 |
| FC(F)n1ccnc1COc1ccc(Br)cc1 | -7 | -18 | 16 |
| CCN(CC)CCCC(C)NC(=O)c1cc(-c2ccc([N+](=O)[O-])cc2)nn1-c1cccc(Cl)c1 (centres undefined) | 0 | 3 | -7 |
| CCOC(=O)c1cc(-c2ccc(N3CCN(C(=O)c4cc(C)nn4C)CC3)cc2)n(-c2ccccn2)n1 | -5 | -8 | 24 |
| COc1cccc(Cn2c(=O)c(C(=O)NCC3CC3)nn(-c3ccc(C)cc3)c2=O)c1 | -4 | -5 | 15 |
| Cc1ccsc1CN(CCN1CCOCC1)Cc1ccc(C(O)(c2cccc(F)c2)c2cccc(F)c2)o1 | -3 | -4 | 0 |
| CC(C)c1nc(C(=O)N(CCN(C)C)CC2CCCN(Cc3ccccc3F)C2)cs1 (centres undefined) | -5 | . | 11 |
| CCc1nn(CC(=O)O)c(=O)c2cc3sc(C)cc3n12 | 2 | 1 | -1 |
| CN(CCOc1ccc(Cl)cc1)C(=O)CSc1nnc(-c2cccs2)o1 | -10 | . | 2 |
| CCn1c(=O)c(C(=O)CN2CCCc3ccccc32)c(N)n(Cc2ccccc2)c1=O | -6 | . | 0 |
| CCOc1ccc2nc(N(Cc3cccnc3)C(=O)c3ccnn3CC)sc2c1 | 3 | -1 | 5 |
| CCC(C)N(CC(=O)N(CCc1ccc(OC)c(OC)c1)Cc1ccco1)C(=O)Nc1ccccc1OC (centres undefined) | -5 | -4 | -9 |
| Cc1nc2ccccn2c1C(=O)OCc1cc(-c2ccc(F)cc2F)on1 | -4 | . | -1 |
